# TrxR1 substrate: substrates of rat thioredoxin reductase 1; O89049; purified TrxR1 substrate turnover, NADPH consumption readout; Potency, µM (doses to about 114 µM), for inactives: top-dose activity change, negative = substrate turnover; 390,000 tested, 0.01% active; also: potency is read from the fitted curve at half-maximal effect; % is scaled to controls: 0 for no effect and ±100 for the full control effect; nearly all actives have a fitted effect of over 50% in size
# Target sequence (O89049 whole entry, looked up): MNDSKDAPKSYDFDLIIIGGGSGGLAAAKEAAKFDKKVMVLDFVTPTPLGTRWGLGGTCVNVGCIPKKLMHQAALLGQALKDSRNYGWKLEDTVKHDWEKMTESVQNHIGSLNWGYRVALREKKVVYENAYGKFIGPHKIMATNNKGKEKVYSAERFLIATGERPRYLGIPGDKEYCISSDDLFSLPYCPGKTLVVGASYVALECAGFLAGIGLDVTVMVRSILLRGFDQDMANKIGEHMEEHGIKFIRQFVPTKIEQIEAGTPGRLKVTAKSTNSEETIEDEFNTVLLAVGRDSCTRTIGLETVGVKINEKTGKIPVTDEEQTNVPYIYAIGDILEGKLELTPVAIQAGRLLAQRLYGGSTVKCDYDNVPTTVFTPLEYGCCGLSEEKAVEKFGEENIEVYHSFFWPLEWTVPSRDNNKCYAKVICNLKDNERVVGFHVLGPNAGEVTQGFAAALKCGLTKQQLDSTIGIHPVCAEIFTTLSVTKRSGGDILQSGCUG
#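 Rat TrxR1, dispensed at 90 nM, was prereduced with 400 uM NADPH (final) for 5 min at ~22 deg C, then incubated with compound 15 min before 400 uM selenite. A first-read NADPH fluorescence drop versus no-compound background flagged substrates.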
# USP1-UAF1 inh: inhibitors of human USP1/UAF1 deubiquitinase; O94782; recombinant USP1/UAF1, Ub-Rhodamine cleavage fluorescence; Potency, µM (highest dose often 57.1 µM), inactives show at the top dose activity change, negative = inhibition, actives largely listed as inhibitors; 390,000 tested, 0.23% active; AID 743255; also: potency is read from the fitted curve at half-maximal effect; % is scaled to controls: 0 for no effect and ±100 for the full control effect; nearly all actives have a fitted effect of over 60% in size; inactives centre near -12
#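 1 nM enzyme complex + cpd, 15 min RT; start with Ub-Rho 150nM final; kinetic fluorescence ex 480/em 540, 6 reads q60 s. Buffer 50mM HEPES pH 7.8, 0.5mM EDTA, 0.1 mg/ml BSA, 1mM TCEP, 0.01% Tween-20.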
# D2 antagonist: antagonists of human D2 dopamine receptor. P14416. HEK293 TREx D2 cells, calcium flux, dopamine EC80. inhibition, % at 10 µM. 340,000 tested, 2% active; in the data active = inhibition above about 30%; also: 0% is about no effect
#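 Measurement of antagonist activity uses fluorescent calcium dye in inducible HEK293 T-REx D2 cells: 10 s baseline, compound addition with 180 s read, EC80 dopamine addition with a further 180 s read.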
# TrxR1 inh: rat TrxR1 inhibition; O89049; recombinant rTrxR1, NADPH fluorescence consumption, selenite substrate; 390,000 tested, 1% active; Potency, µM (top dose mostly 114 µM), without a hit: at the highest dose activity change, negative = inhibition, actives largely listed as inhibitors; AID 588453; also: potency is read from the fitted curve at half-maximal effect; % is scaled to controls: 0 for no effect and ±100 for the full control effect; nearly all actives have a fitted effect of over 65% in size
#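 Rat TrxR1 (90 nM in the dispensed reagent) was pre-reduced with 400 uM NADPH for 5 min at room temperature, then incubated with compound for 15 min. After 400 uM selenite was added, NADPH fluorescence (Ex 340/Em 450 nm) was followed for 8 min.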
# D2 ag: activates the human D2 dopamine receptor; P14416; HEK293 T-REx D2 cells, calcium flux agonist mode; activation, % at 2 µM; 340,000 tested, 0.53% active;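 active = activation over 3 SD above normal in the single-dose calcium agonist read, cut at about 30% in these data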; also: 0% is about no effect
#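 Tetracycline-induced HEK293 Trex cells with D2 receptor force-coupled to calcium signaling, plated overnight at 30 C and loaded with no-wash calcium dye. Calcium flux read kinetically for 180 s after compound addition; responses flag agonists.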
# mIDH1 inhibitor: inhibitors of human mutant IDH1 R132H. O75874. IDH1-R132H enzyme, NADPH consumption, diaphorase/resazurin fluorescence. Potency, µM (titrated, usually from 76.6 µM), without a hit: top-dose activity change, negative = inhibition, most hits filed as inhibitors. 390,000 tested, 0.093% active. AID 602179; also: potency is read from the fitted curve at half-maximal effect; % is scaled to controls: 0 for no effect and ±100 for the full control effect; nearly all actives have a fitted effect of over 65% in size
# Target sequence (O75874 whole entry R132H, stated change not applied): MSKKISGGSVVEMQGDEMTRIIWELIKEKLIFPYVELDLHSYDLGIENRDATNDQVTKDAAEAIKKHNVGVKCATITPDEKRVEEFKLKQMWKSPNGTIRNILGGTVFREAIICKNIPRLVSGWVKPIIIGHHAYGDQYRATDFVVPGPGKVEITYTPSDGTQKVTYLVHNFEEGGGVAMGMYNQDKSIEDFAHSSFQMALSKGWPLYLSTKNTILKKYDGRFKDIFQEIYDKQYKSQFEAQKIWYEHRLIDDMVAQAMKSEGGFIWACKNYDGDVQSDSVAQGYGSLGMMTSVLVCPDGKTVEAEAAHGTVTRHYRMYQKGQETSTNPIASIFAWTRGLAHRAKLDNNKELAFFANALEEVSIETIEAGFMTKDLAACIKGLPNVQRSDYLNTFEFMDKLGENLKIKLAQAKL
#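 IDH1-R132H (0.5 ug/mL dispensed) in pH 7.5 Tris buffer was preincubated 30 min with compound, then given a substrate mix of 0.016 mM NADPH and 2 mM alpha-KG for 80 min at room temperature; remaining NADPH was read by diaphorase/resazurin fluorescence.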
# Pin1 inh: inhibitors of human Pin1; Pin1 FP peptide displacement, HiFluor488, 10 min; 390,000 tested, 0.009% active; Potency, µM (highest dose often 115 µM), inactives show top-dose activity, negative = inhibition, hits mostly inhibitors; Q13526; active = well fitted inhibition curve with a large enough effect in the polarisation, with a control signal flat, not every such curve was filed as active; inconclusive = small, poorly fitted or top-dose-only effect, or effect the other way, or a change in a side signal; inactive = no such curve, though single readings can be large or run the other way; the % refers to the polarisation; also: potency is read from the fitted curve at half-maximal effect; % is scaled to controls: 0 for no effect and ±100 for the full control effect
# TRHR ag: agonists of human TRH receptor; AID 493084; TRHR cells, calcium flux fluo-8, FDSS agonist mode; 360,000 tested, 0.18% active; activation, % at 2 µM; in the data active = activation above about 30%; also: 0% is about no effect
#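 Agonist-mode FDSS calcium read (Ex 480/Em 530, 1 s cycles) in 1536-well TRHR cells with fluo-8 dye, after 10-cycle baseline and 23 nL compound addition; TRH at EC20 (10 nM final) added afterwards for the enhancer phase.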
# TRHR PAM: allosterically enhances the human TRH receptor; enhancement, % at 2 µM; 360,000 tested, 0.66% active; TRHR cells, fluo-8 calcium fluorescence, EC20 TRH enhancement; in the data active = enhancement above about 30%; also: 0% is about no effect
#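 TRHR-expressing cells loaded with fluo-8 calcium dye were read kinetically (ex 480/em 530) during compound addition, then stimulated with an EC20 of TRH (10 nM final). Enhancement of the Gq-mediated intracellular calcium response was scored.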
# An asterisk follows results filed as active; ? = inconclusive; . = not tested or not shown; & = joins results of further samples; [ ] = dose if it differs, or a comment. Unless noted, calls follow the shape of the dose curve; as a rule, active = well fitted inhibition curve with a large enough effect; inconclusive = small, poorly fitted or top-dose-only effect; inactive = no such curve, though single readings can be large or run the other way. Some of the compounds tested; the hit share may differ from the screen's.
SMILES,TrxR1 substrate,USP1-UAF1 inh,D2 antagonist,TrxR1 inh,D2 ag,mIDH1 inhibitor,Pin1 inh,TRHR ag,TRHR PAM
COC(=O)c1ccc(C(=O)Nc2ccc(N)cc2N)cc1,-2%,-24%,-2,-6%,1.3,8%,?,4.5,-6
CC(C)n1c(O)c(/C=C2\C=NN=C2c2ccccc2)sc1=S,0%[57.1 µM],5%,-1,15%[57.1 µM],0.2,-10%,4%,0.2,-3
COc1ccc(N(C(=O)CNC(=O)c2ccco2)C(C(=O)NCC2CCCO2)c2ccc(OC)c(OC)c2)cc1 (stereo not given),6%[57.1 µM],-18%,.,14%[57.1 µM],.,4%,1%,1.0,-6
CCOc1ccc(OCC)c(NC(=O)CCCN2C(=O)c3cccnc3C2=O)c1,3%,-8%,14,15%,0.0,5%,-8%,-1.1,-1
CC(C)C[C@@H](CNCC(=O)[C@H](C)NC(=O)c1[nH]cnc1C(=O)N[C@H](CN)CC(C)C)NC(=O)c1nc[nH]c1C(=O)N[C@@H](C)C(=O)O,3%,-24%,.,13%,.,-2%,-5%,.,.
CN(C(=O)c1cc2sccc2n1C)C1CCCCC1,1%,-10%,5,-2%,0.8,5%,-5%,-0.1,-1
Cc1nn(-c2ccccc2)c2nc(C3CC3)cc(C(=O)Nc3cccc(F)c3)c12,38%[activator],-17%,.,91%[activator],1.4,-11%,?,1.9,-6
NC(=O)[C@@H]1CCCN1C(=O)[C@@H](Cc1cnc[nH]1)NC(=O)[C@@H]1CCC(=O)N1,-5%,-15%,-21,-4%,0.3,-3%,-2%,85*,-12
CSc1nc(N2CCOCC2)c2ccccc2n1,3%[57.1 µM],3%,-12,-3%[57.1 µM],0.1,-4%,-3%,0.0,4
Cc1c(NC(=O)C(C)OC(=O)c2cccnc2)c(=O)n(-c2ccccc2)n1C (stereo not given),-3%[57.1 µM],-9%,1,12%[57.1 µM],1.2,4%,-4%,0.1,-3

# Shown with two lines to a compound: entries from further up.
# Results follow in this order: TrxR1 substrate | USP1-UAF1 inh | D2 antagonist | TrxR1 inh | D2 ag | mIDH1 inhibitor | Pin1 inh | TRHR ag | TRHR PAM
Cc1nn(-c2ccccc2)c2nc(C3CC3)cc(C(=O)Nc3cccc(F)c3)c12
    38%[activator] | -17% | . | 91%[activator] | 1.4 | -11% | ? | 1.9 | -6
NC(=O)[C@@H]1CCCN1C(=O)[C@@H](Cc1cnc[nH]1)NC(=O)[C@@H]1CCC(=O)N1
    -5% | -15% | -21 | -4% | 0.3 | -3% | -2% | 85* | -12

# Carrying on.
SMILES,TrxR1 substrate,USP1-UAF1 inh,D2 antagonist,TrxR1 inh,D2 ag,mIDH1 inhibitor,Pin1 inh,TRHR ag,TRHR PAM
Clc1ccc(N2CCCCCC2)nn1,4%,-10%,.,5%,.,3%,-11%,.,.
O=C(C1CCN(S(=O)(=O)c2cccc3cccnc23)CC1)N1CCc2ccccc21,10%[57.1 µM],-9%,6,5%[57.1 µM],-1.6,-6%,6%,1.6,3
Cc1ccc(C(=O)N/N=C\c2ccccn2)cn1,10%[57.1 µM],-1%,8,11%[57.1 µM],0.1,8%,0%,3.0,-3
O=c1cc(-c2ccccc2)nc(SCc2ccccc2)[nH]1,6%[57.1 µM],-5%,-33,10%,-0.6,1%,-2%,-0.1,6
Cc1ccc(S(=O)(=O)N2CCCC(C(=O)NCC3COCCO3)C2)cc1 (stereo not given),5%,-3%,14,16%,-0.2,1%,6%,0.6,1
CN(CC(=O)N1CCc2ccccc21)S(=O)(=O)c1ccc(Cl)cc1,-12%,-10%,0,8%,0.0,6%,0%,-2.1,-3
COC(=O)c1ccccc1NC(=O)CSc1[nH]c(=O)cc(C)c1C#N,10%[57.1 µM],-9%,-8,7%[11.4 µM],-0.7,13%,0%,-0.8,9
Cc1ccc(S(=O)(=O)N/N=C/c2c[nH]c3ccccc23)cc1,-1%,-26%,.,19%,.,-5%,?,-0.2,4
CCOc1c2ccc(C(=O)NCc3ccco3)cc2nn1CC,25%[57.1 µM],-27%,5,-2%[57.1 µM],0.3,15%,0%,0.4,5
N#CCCN(C(=O)COC(=O)CCC(=O)c1ccc(F)cc1)c1ccccc1,0%,-12%,-17,-18%,0.8,-14%,2%,0.0,-1

# Printed as active in TRHR ag, of those listed so far:
compound	TrxR1 substrate	USP1-UAF1 inh	D2 antagonist	TrxR1 inh	mIDH1 inhibitor	Pin1 inh	TRHR ag	TRHR PAM
NC(=O)[C@@H]1CCCN1C(=O)[C@@H](Cc1cnc[nH]1)NC(=O)[C@@H]1CCC(=O)N1	-5%	-15%	-21	-4%	-3%	-2%	85*	-12

# Other entries
SMILES,TrxR1 substrate,USP1-UAF1 inh,D2 antagonist,TrxR1 inh,D2 ag,mIDH1 inhibitor,Pin1 inh,TRHR ag,TRHR PAM
CCc1cc(=O)oc2cc(C)cc(OCC(=O)NC(Cc3c[nH]c4ccc(O)cc34)C(=O)O)c12 (stereo not given),20%,-21%,48*,13%,0.6,-10%,?,0.1,-3
O=C(O)c1ccc(NC(=O)c2cn(-c3ccccc3)nc2-c2ccc(Br)cc2)cc1,4%&-1%,-25%&-27%,3,15%&9%,-0.6&-2.4,12%&-11%,.,-0.1&-1.6,-2&-2
COc1cccc(C(=O)NC(=O)Nc2cc(C)[nH]n2)c1,8%,-22%,-2,24%,0.7,0%,2%,0.4,7
CN(C(=O)COC(=O)c1n[nH]c2ccccc12)C1CCS(=O)(=O)C1 (stereo not given),4%[57.1 µM],-11%,.,10%[57.1 µM],.,4%,1%,0.1,-4
Nc1ncnc2c1ncn2[C@@H]1O[C@H](CNCc2ccccc2OC2OC(CO)C(O)C(O)C2O)[C@@H](O)[C@H]1O (stereo not given in full),1%,-14%,.,10%,.,-5%,7%,.,.
COc1ccc(CNc2ccc3c(c2)ncn3C)cc1OC,15%,-23%,6,8%,0.2,-6%,-7%,1.0,-1
O=C(CN1C(=O)C2(SCC(=O)N2c2cccc(Cl)c2)c2ccccc21)NCc1ccccc1 (stereo not given),0%,-24%,.,11%,-0.8,10%,16%,5.0,-14
O=C(NCc1ccco1)C(=O)NCc1ccccc1Cl,-24%[57.1 µM],-12%,0,2%[57.1 µM],-2.9,5%,5%,0.1,10
CC(Sc1nc2ncc(Cl)cc2[nH]1)C(=O)c1c(N)n(C)c(=O)n(C)c1=O (stereo not given),-4%,-15%,-4,-1%,-0.1,12%,-1%,0.3,-2
CCCCC(=O)Nc1ccc(NC(=O)c2cccnc2)cn1,7%[57.1 µM],-8%,-4,4%,-0.7,0%,-9%,-0.1,1
CSc1ncc2[nH]c(C(O)c3ccccc3)nc2n1 (stereo not given),-3%[11.4 µM],-15%,.,5%[11.4 µM],.,6%,-14%,.,.
CSCCC(NC(=O)c1ccco1)C(=O)N(C)CC(=O)Nc1ccccc1Br (stereo not given),-2%,-16%,-2,8%,1.6,7%,3%,0.0,-3
CCOC(=O)C1CCN(C(=O)C2CCN(S(=O)(=O)c3cccc4nsnc34)CC2)CC1,-4%,-12%,7,12%,0.3,-3%,-6%,-0.1,-5
CCc1nn2c(=O)cc(COC(=O)c3cccc(NC(=O)COc4ccccc4)c3)nc2s1,-5%[57.1 µM],-20%,.,5%[57.1 µM],8.5,3%,-2%,0.2,7
CCCCC(=O)Nc1cc(OC)c(NC(=S)NC)cc1OC,-1%,-9%,3,-6%,0.0,-1%,-9%,3.1,-3
CC1=C(C(N)=O)C(c2cccs2)n2nc(-c3cccc(Cl)c3)nc2N1 (stereo not given),-6%,-6%,3,-5%,0.1,-1%,9%,-0.8,4
Cc1ccccc1OCC(=O)NNC(=O)C1CCN(c2ncnc3sc(C)c(C)c23)CC1,-5%,-8%,0,10%,-0.4,9%,2%,-1.0,7
Cc1noc(C)c1CSCC(=O)OCc1nc2ccccc2c(=O)n1CC#N,-1%,-25%,1,13%,0.4,0%,24%,0.9,-4
CN1C(=O)c2ccc(C(=O)Nc3cccnc3)cc2C1=O,1%,-19%,-12,14%,0.4,-12%,-1%,0.9,1
CC(C)CN(C(=O)COC(=O)C12CC3CC(CC(O)(C3)C1)C2)C1CCS(=O)(=O)C1 (stereo not given),-1%,0%,13,5%,0.0,-3%,4%,0.4,-1

# One compound at a time (already shown). Screens in order: TrxR1 substrate | USP1-UAF1 inh | D2 antagonist | TrxR1 inh | D2 ag | mIDH1 inhibitor | Pin1 inh | TRHR ag | TRHR PAM
# O=C(NCc1ccco1)C(=O)NCc1ccccc1Cl is listed as -24%[57.1 µM] | -12% | 0 | 2%[57.1 µM] | -2.9 | 5% | 5% | 0.1 | 10
# CC(C)n1c(O)c(/C=C2\C=NN=C2c2ccccc2)sc1=S is listed as 0%[57.1 µM] | 5% | -1 | 15%[57.1 µM] | 0.2 | -10% | 4% | 0.2 | -3
# O=C(CN1C(=O)C2(SCC(=O)N2c2cccc(Cl)c2)c2ccccc21)NCc1ccccc1 (stereo not given) is listed as 0% | -24% | . | 11% | -0.8 | 10% | 16% | 5.0 | -14
# Nc1ncnc2c1ncn2[C@@H]1O[C@H](CNCc2ccccc2OC2OC(CO)C(O)C(O)C2O)[C@@H](O)[C@H]1O (stereo not given in full) is listed as 1% | -14% | . | 10% | . | -5% | 7% | . | .
